IL1B NFkB pot = enhances IL-1B driven NFkB nuclear translocation; HUVEC IL-1B NFkB p65 nuclear translocation imaging; activation, % at 2 µM; hit rate 0.3% among 94,000;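 active means activation above 40%, about the mean plus 3 SD, also judged a hit on visual image review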;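 further: percent activation is computed from the nuclear over cytoplasmic p65 intensity ratio; values of inactives mirror those of a sister screen read the other way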
NFkB transloc inh = blocks IL-1B driven NFkB nuclear translocation in HUVEC cells. HUVEC IL-1B NFkB p65 nuclear translocation imaging. inhibition, % at 2 µM. hit rate 0.43% among 94,000. AID 796;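 active means inhibition above about 30% together with a positive call from visual inspection of the well image, limit read from the data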;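 further: nuclear over cytoplasmic p65 intensity ratio measured by imaging; 0% = IL-1B stimulated DMSO wells and 100% = unstimulated DMSO wells; values of inactives mirror those of a sister screen read the other way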
MRP reversal = MRP-mediated drug resistance reversal. H69AR cells + 2 uM doxorubicin, CellTiter-Glo, 72 h. differential viability (reversal), % at 10 µM. hit rate 0.04% among 85,000. AID 602;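 active means viability drop by adding the cancer drug above about 55%, with treated viability meeting a 40% cutoff, limit read from the data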;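 further: viability without doxorubicin minus viability with 2 µM doxorubicin for each compound; larger differential means the compound sensitizes cells more to doxorubicin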
PLAP inhibition = inhibition of human placental alkaline phosphatase – biochemical, luminescence, HTS (AID 690). purified PLAP, luminescent substrate; higher % means a stronger effect. inhibition, % at 20 µM, or IC50 in µM where a hit was titrated. hit rate 0.08% among 96,000; in the data active means a potency from the dose series; inactive means the rest, 99 in 100 with inhibition below about 30%; further: strong numbers were not always called active
Bcl-B displacement = displacers of TR3 peptide from Bcl-B, primary screen, selectivity assay for Bfl-1 inhibitor project, biochemical, fluorescence polarization | hit rate 0.11% among 96,000 | FP displacement of FITC-TR3 peptide from Bcl-B; higher % means a stronger effect | AID 748 | displacement, % at 20 µM; hits with a dose series show IC50 in µM;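 active means displacement above 50% at 20 µM plus a fluorescence interference ratio under 1.5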;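 further: plate controls were wells without compound for no effect and wells lacking Bcl-B protein for full effect; a part of the inactive calls stands beside numbers as strong as those of hits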
MRP reversal cytotoxicity = also measured in MRP reversal; calls as there; viability, %; H69AR cells, CellTiter-Glo, 72 h; measured here: cytotoxicity without doxorubicin
MRP reversal with doxorubicin = further read-out of MRP reversal, marked with its call; viability, %; measured here: viability with 2 uM doxorubicin; hits give low values
NFkB transloc inh cell count 2 µM = recorded beside NFkB transloc inh, whose call it bears; cell count; measured here: cells passing quality filter;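 raw number of nuclei counted in each imaged well without normalization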
IL1B NFkB pot cell count 2 µM = second read-out of IL1B NFkB pot, no call of its own (marks repeat the call); cell count; measured here: cells passing quality filter
* = called active by the depositor; / = not tested or not shown. These rows are one share of the data; rates above refer to the full screens.

#	compound	MRP reversal	MRP reversal with doxorubicin	IL1B NFkB pot	PLAP inhibition	IL1B NFkB pot cell count 2 µM	NFkB transloc inh	NFkB transloc inh cell count 2 µM	Bcl-B displacement	MRP reversal cytotoxicity
1	O=C(NC1CCCC1)C(c1ccc(Cl)cc1)N1CCc2ccccc21 (stereo not given)	-16	72	6	6%	55	-6	55	7%	56
2	O=P(O)(CCCCP(=O)(O)CCc1ccccc1)CCc1ccccc1	4	90	/	-2%	/	/	/	-10%	94
3	Cc1ccsc1C1NC(=O)c2c(sc3c2CCN(C)C3)N1 (stereo not given)	-1	95	-6	16%	193	6	193	27%	94
4	COc1ccc(OC)c(NC(=O)c2cnc3n(c2=O)CCS3)c1	8	91	-4	-17%	186	4	186	25%	100
5	c1ccc(OCc2nc3ccccc3[nH]2)cc1	-4	103	-6	20%	119	6	119	0%	99
6	CCOC(=O)C1CCCN(C(=O)c2cn(CC)c(=O)c3cc(OC)c(OC)cc23)C1 (stereo not given)	-9	95	9	-7%	152	-9	152	4%	86
7	COc1ccc(-c2nnn(CC(=O)N(C3CCCCC3)C(C)C(=O)NC3CCCC3)n2)cc1OC (stereo not given)	6	89	2	-101%	121	-2	121	8%	95
8	Cc1ccc(S(=O)(=O)Nc2nc3n(n2)C(c2ccc(Cl)cc2)CC(=O)N3)cc1 (stereo not given)	/	/	2	-39%	103	-2	103	-9%	/
9	O=C(Nc1ccc(S(=O)(=O)Nc2ncccn2)cc1)c1ccco1	/	/	2	-16%	129	-2	129	2%	/
10	CCOC(=O)Cn1c(=N)n(CCOc2ccc(OC)cc2)c2ccccc21	13	89	0	-6%	47	0	47	-3%	102

Pulled by compound from the list above:
#	compound	MRP reversal	MRP reversal with doxorubicin	IL1B NFkB pot	PLAP inhibition	IL1B NFkB pot cell count 2 µM	NFkB transloc inh	NFkB transloc inh cell count 2 µM	Bcl-B displacement	MRP reversal cytotoxicity
1	O=C(NC1CCCC1)C(c1ccc(Cl)cc1)N1CCc2ccccc21 (stereo not given)	-16	72	6	6%	55	-6	55	7%	56
9	O=C(Nc1ccc(S(=O)(=O)Nc2ncccn2)cc1)c1ccco1	/	/	2	-16%	129	-2	129	2%	/

Additional structures
#	compound	MRP reversal	MRP reversal with doxorubicin	IL1B NFkB pot	PLAP inhibition	IL1B NFkB pot cell count 2 µM	NFkB transloc inh	NFkB transloc inh cell count 2 µM	Bcl-B displacement	MRP reversal cytotoxicity
11	CC1(c2ccccc2)CC(c2ccccc2)=Nc2nonc2N1 (stereo not given)	3	103	30	37%	195	-30	195	9%	107
12	Cc1ccc(NC(=O)c2ccc(CSc3nccc(C)n3)cc2)cc1	/	/	/	12%	/	/	/	17%	/
13	O=C(CN1C(=O)c2ccccc2S1(=O)=O)N1CCc2ccccc2C1	-2	87	6	-9%	157	-6	157	0%	85
14	CCOc1ccc(-c2nc(C#N)c(N3CCN(CC)CC3)o2)cc1	19	82	-10	-45%	78	10	78	-4%	100
15	COc1ccc(Nc2nc(Nc3ccc(OC)cc3)nc(-n3[nH]c(=O)c(C)c3C)n2)cc1	/	/	23	-11%	116	-23	116	-7%	/
16	COC(=O)c1ccc(-c2nc3ccccc3o2)cc1	-3	89	/	11%	/	/	/	-11%	86
17	Cc1ccc2nc(NC(=O)c3ccc4c(c3)OCO4)sc2c1	/	/	-4	8%	174	4	174	-2%	/
18	COc1ccc(OC)c(NC(=O)CSc2nnc(CNC(=O)c3ccco3)o2)c1	-9	98	9	-19%	66	-9	66	-2%	90
19	COc1ccc(CNC(=O)CN(C(=O)c2cc3sccc3n2C)C2CCCC2)cc1	3	78	/	5%	/	/	/	-10%	81
20	CCOC(=O)Cn1c(S(=O)(=O)Cc2ccccc2Cl)nc(-c2ccccc2)c1-c1ccccc1	/	/	-2	-31%	143	2	143	0%	/

Ordered by length of the SMILES (highest first): part of the list above
#	compound	MRP reversal	MRP reversal with doxorubicin	IL1B NFkB pot	PLAP inhibition	IL1B NFkB pot cell count 2 µM	NFkB transloc inh	NFkB transloc inh cell count 2 µM	Bcl-B displacement	MRP reversal cytotoxicity
15	COc1ccc(Nc2nc(Nc3ccc(OC)cc3)nc(-n3[nH]c(=O)c(C)c3C)n2)cc1	/	/	23	-11%	116	-23	116	-7%	/
19	COc1ccc(CNC(=O)CN(C(=O)c2cc3sccc3n2C)C2CCCC2)cc1	3	78	/	5%	/	/	/	-10%	81
18	COc1ccc(OC)c(NC(=O)CSc2nnc(CNC(=O)c3ccco3)o2)c1	-9	98	9	-19%	66	-9	66	-2%	90
16	COC(=O)c1ccc(-c2nc3ccccc3o2)cc1	-3	89	/	11%	/	/	/	-11%	86

Seven entries out of the list above, arranged by the value under Bcl-B displacement, largest number first.
# | smiles | IL1B NFkB pot | PLAP inhibition | IL1B NFkB pot cell count 2 µM | Bcl-B displacement
4 | COc1ccc(OC)c(NC(=O)c2cnc3n(c2=O)CCS3)c1 | -4 | -17% | 186 | 25%
11 | CC1(c2ccccc2)CC(c2ccccc2)=Nc2nonc2N1 (stereo not given) | 30 | 37% | 195 | 9%
6 | CCOC(=O)C1CCCN(C(=O)c2cn(CC)c(=O)c3cc(OC)c(OC)cc23)C1 (stereo not given) | 9 | -7% | 152 | 4%
5 | c1ccc(OCc2nc3ccccc3[nH]2)cc1 | -6 | 20% | 119 | 0%
18 | COc1ccc(OC)c(NC(=O)CSc2nnc(CNC(=O)c3ccco3)o2)c1 | 9 | -19% | 66 | -2%
15 | COc1ccc(Nc2nc(Nc3ccc(OC)cc3)nc(-n3[nH]c(=O)c(C)c3C)n2)cc1 | 23 | -11% | 116 | -7%
16 | COC(=O)c1ccc(-c2nc3ccccc3o2)cc1 | / | 11% | / | -11%

(cont.)
#	compound	MRP reversal	MRP reversal with doxorubicin	IL1B NFkB pot	PLAP inhibition	IL1B NFkB pot cell count 2 µM	NFkB transloc inh	NFkB transloc inh cell count 2 µM	Bcl-B displacement	MRP reversal cytotoxicity
21	CCOc1ccccc1-n1c(SCC(=O)NC(C)(C)C)nnc1-c1ccoc1C	-2	88	7	-34%	71	-7	71	-5%	85
22	Cc1ccc(CNC(=O)CCS(=O)(=O)c2cc(Br)cc3c2N(C(=O)C2CC2)CC3)o1	-13	106	/	-34%	/	/	/	-1%	93
23	O=C(CSCc1ccccc1)N1CCc2ccccc21	4	81	5	29%	209	-5	209	-9%	85
24	Cc1cccc(N2CCN(C(=O)CCCSc3nc4ccccc4[nH]3)CC2)c1C	8	92	-6	-49%	181	6	181	2%	100
25	CCCNS(=O)(=O)c1ccc(OCC(=O)NCCC2=CCCCC2)cc1	9	96	12	7%	49	-12	49	1%	105
26	Cc1cc(/C=C2/NC(=O)NC2=O)c(C)n1-c1sc2c(c1C#N)CCCC2	/	/	12	-48%	163	-12	163	-21%	/
27	Cc1nc(SCC(=O)NCc2ccco2)c2oc3ccccc3c2n1	-3	75	1	-44%	142	-1	142	2%	71
28	COc1cccc(NC(=O)c2ccc(-n3cccn3)nc2)c1	/	/	-5	18%	140	5	140	-9%	/
29	Cc1ccc(S(=O)(=O)c2cc3c(=O)n4ccccc4nc3n(CC3CCCO3)c2=N)cc1 (stereo not given)	-4	84	-6	/	150	6	150	/	80
30	Cc1c(N=Cc2ccc(Cl)o2)c(=O)n(-c2ccccc2)n1C	/	/	22	-15%	192	-22	192	7%	/
31	COc1ccc(-c2nc(C#N)c(NCCCn3ccnc3)o2)cc1OC	9	82	-3	-39%	150	3	150	12%	91
32	Clc1ccc(-c2noc(CSc3nnc(Cc4cccs4)n3-c3ccccc3)n2)cc1	-9	78	22	-26%	177	-22	177	6%	68
33	N#CCSc1nnc2c(Cl)cc(Cl)cn12	9	89	12	-4%	193	-12	193	-9%	98

Screening results from PubChem.
